RTF Ca sens inh = cardiac RTF calcium desensitization; P19429+P45379; IANBD-labeled cardiac RTF, Ca2+ fluorescence; inhibition, % at 7.15 µM; hit rate 0.12% among 340,000; AID 493244;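 active means inhibition above the mean inhibition of all tested compounds plus 3 SD, cut at about 17% in these data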;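 further: assay run at fixed EC70 calcium of 1.6 mM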
Arrestin-AP2 inh = inhibitors of human beta-arrestin and AP2 interaction; FITC-arrestin peptide / GST-AP2 beads, flow cytometry; AP2 beta2 appendage carries R879A mutation; inhibition, % at 10 µM; hit rate 0.31% among 340,000;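 active means inhibition above a set limit, near 3 SD of compounds lacking own fluorescence, cut at about 54% in these data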;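 further: plate controls were DMSO wells for no effect and 5 µM unlabelled arrestin peptide for full effect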
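Material – AP2 appendage R879A on GSH beads · Buffer or medium – PBS with 0.05% Tween 20 and 0.1% BSA · Probe or stimulus – fluorescein-tagged arrestin peptide at 50 nM final · Incubation – compound with beads 12 min RT, then probe 1 h RT · Detection – high-throughput flow cytometry of beads, ex 488, em 535 nm · Evaluation – percent response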
Keap1-Nrf2 PPI = Keap1-Nrf2 (human) interaction inhibition; Q14145; Keap1 Kelch-Nrf2 peptide fluorescence polarization, 1536-well; inhibition, % at 9.4 µM; hit rate 0.15% among 340,000; in the data active means inhibition above about 12%;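 further: human Keap1 Kelch domain with fluorescein labeled Nrf2 9mer peptide probe; 0% = neutral control wells and 100% = peptide positive control; higher means more block of Keap1 binding to Nrf2 peptide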
PvdQ acylase = P. aeruginosa PvdQ acylase inhibition; purified PvdQ acylase, fluorescence plate reader; inhibition, % at 10 µM; hit rate 0.063% among 340,000; AID 488965; in the data active means inhibition above about 30%, passing the limit was not always enough;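 further: 0% = vehicle neutral wells and 100% = reference inhibitor wells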
DAGLB inhibitor = diacylglycerol lipase beta (human) inhibition; HEK293T DAGLB membrane lysate, EnzChek fluorogenic substrate; inhibition, % at 5.17 µM; hit rate 0.059% among 340,000; AID 504411; in the data active means inhibition above about 34%;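 further: 0% = enzyme with vehicle and 100% = wells lacking enzyme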
LANA DNA inh = KSHV C-LANA DNA binding inhibition; AID 504423; hit rate 0.078% among 340,000; MBP-C-LANA/FAM-LBS DNA binding, fluorescence polarization; inhibition, % at 9 µM;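 active means highest replicate inhibition at or above 60% at 9 µM, even if other replicates fall short; inactive means all replicates below 60% inhibition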;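 further: 0% = neutral control wells and 100% = 4 µM acridine orange control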
SR-BI uptake up = SR-BI HDL lipid transfer activation | AID 504775 | activation, % at 12.5 µM | CHO ldlA[mSR-BI] cells, DiI-HDL uptake fluorescence, 3 h; 100 = double the neutral-control signal | hit rate 0.096% among 320,000;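 active means mean replicate activation of at least 60% and every replicate at or above 60%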;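 further: 0% = median plate neutral-control signal and 100% = twice that signal; values of inactives mirror those of a sister screen read the other way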
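Material – SR-BI-overexpressing, LDLR-lacking CHO cells · Medium – BSA-supplemented, HEPES-buffered Ham's F12, pH 7.4 · Doses – single concentration · Times – compound with DiI-HDL co-incubation, 3 h at 37 °C · Measured by – bottom-read fluorescence, 550/595 nm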
SR-BI HDL uptake = inhibitors of mouse SR-BI mediated HDL lipid uptake; Q61009; ldlA[mSR-BI] CHO cells, DiI-HDL uptake fluorescence, 3 h; inhibition, % at 12.5 µM; hit rate 0.96% among 320,000;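 active means mean replicate inhibition of at least 70% and a set share of replicates each scoring 70 or more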;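 further: 0% = median of neutral control wells and 100% = median of positive control wells; values of inactives mirror those of a sister screen read the other way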
PKA-R2B activ = PKA-R2B complex activation; activation, % at 11.4 µM; PKA-R2B holoenzyme dissociation, Cy5-IP20 fluorescence polarization; R2B truncated from residue 108, S112A mutant; 0% DMSO only, 100% 113 µM cGMP; hit rate 0.079% among 340,000; AID 504700;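 active means activation above a cutoff set at the mean over all compounds plus 3 SD, cut at about 18% in these data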;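 further: higher means more holoenzyme dissociation and a rise in polarization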
NSD2 HMT inh = NSD2 (human) methyltransferase inhibition; O96028; NSD2 peptide methylation, AlphaScreen, 120 min; inhibition, % at 12.5 µM; hit rate 0.54% among 310,000; AID 743445; in the data active means inhibition above about 50%
Target sequence (O96028 whole entry, looked up): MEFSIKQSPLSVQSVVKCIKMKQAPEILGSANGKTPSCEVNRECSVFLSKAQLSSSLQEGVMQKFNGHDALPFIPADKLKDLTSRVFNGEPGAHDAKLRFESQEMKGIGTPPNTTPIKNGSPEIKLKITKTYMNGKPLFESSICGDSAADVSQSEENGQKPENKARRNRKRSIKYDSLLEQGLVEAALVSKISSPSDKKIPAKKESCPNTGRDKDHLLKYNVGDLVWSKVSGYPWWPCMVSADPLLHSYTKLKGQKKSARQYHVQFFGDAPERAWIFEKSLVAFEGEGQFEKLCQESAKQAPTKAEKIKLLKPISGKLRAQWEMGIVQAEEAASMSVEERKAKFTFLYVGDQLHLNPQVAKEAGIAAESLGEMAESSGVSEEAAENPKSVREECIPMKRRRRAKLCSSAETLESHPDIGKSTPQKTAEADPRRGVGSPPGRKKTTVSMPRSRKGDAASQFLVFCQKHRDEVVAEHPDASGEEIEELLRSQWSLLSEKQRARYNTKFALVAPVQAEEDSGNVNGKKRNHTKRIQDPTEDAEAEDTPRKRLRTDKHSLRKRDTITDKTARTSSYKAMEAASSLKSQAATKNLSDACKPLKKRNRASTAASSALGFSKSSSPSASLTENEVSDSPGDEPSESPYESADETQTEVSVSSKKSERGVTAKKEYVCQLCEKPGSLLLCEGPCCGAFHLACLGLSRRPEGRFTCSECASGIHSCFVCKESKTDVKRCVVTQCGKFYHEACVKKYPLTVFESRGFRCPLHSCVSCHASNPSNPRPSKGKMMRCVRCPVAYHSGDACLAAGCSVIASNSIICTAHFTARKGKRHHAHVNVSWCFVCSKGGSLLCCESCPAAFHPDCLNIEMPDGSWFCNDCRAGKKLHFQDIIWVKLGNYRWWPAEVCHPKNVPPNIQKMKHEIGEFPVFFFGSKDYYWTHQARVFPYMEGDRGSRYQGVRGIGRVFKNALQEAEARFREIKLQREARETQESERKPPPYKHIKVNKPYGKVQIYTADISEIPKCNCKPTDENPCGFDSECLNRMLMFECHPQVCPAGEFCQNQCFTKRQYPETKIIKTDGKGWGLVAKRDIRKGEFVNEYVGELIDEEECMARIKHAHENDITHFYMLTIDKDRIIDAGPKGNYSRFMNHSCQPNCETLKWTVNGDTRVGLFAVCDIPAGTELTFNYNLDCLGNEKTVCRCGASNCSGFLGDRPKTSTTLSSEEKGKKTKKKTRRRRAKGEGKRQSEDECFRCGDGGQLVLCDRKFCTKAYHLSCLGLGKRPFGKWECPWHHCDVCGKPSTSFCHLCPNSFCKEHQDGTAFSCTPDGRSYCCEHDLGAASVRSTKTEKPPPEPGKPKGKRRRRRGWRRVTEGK
* = called active by the depositor; · = no result given.

SMILES	RTF Ca sens inh	Arrestin-AP2 inh	Keap1-Nrf2 PPI	PvdQ acylase	DAGLB inhibitor	LANA DNA inh	SR-BI uptake up	SR-BI HDL uptake	PKA-R2B activ	NSD2 HMT inh
CCC(C)c1ccc(NC(=O)CC(C)=O)cc1 (centres undefined)	1	4	-3	-13	-2	1.1	2	-2	2	-1
CCOc1ccc(NC(=O)CN(C)C(=O)C2CC2C)cc1OCC (centres undefined)	-11	-9	-5	-6	2	1.8	22	-22	1	-1
O=C(Nc1cc(Cl)ccc1N1CCOCC1)C1CC1	-6	32	-4	-3	-2	1.1	-1	1	-4	3
CC(C)OC(=O)C(C)Oc1ccc(C(=O)NCCc2ccccc2)cc1 (centres undefined)	-1	28	-6	-1	-3	1.1	-8	8	-1	-2
CCCC(=O)C1=C(O)C(C(=O)OC)C(C)(C)CC1=Nc1ccncc1 (centres undefined)	2	3	-8	9	-2	1.0	28	-28	-2	9
CCN(CC)CCn1c2c(c(SCC(=O)Nc3cc(C)ccc3C)nc1=O)CCC2	-20	-9	-2	-13	-1	-0.9	13	-13	-6	2
O=C(COc1ccccc1Cl)Nc1nnc(S(=O)(=O)N2CCCCCC2)s1	4	10	-5	11	-1	-0.1	·	·	5	·
CCn1c(C)c(C(C)=O)c(N2CCN(c3ccc(OC)cc3)CC2)nc1=S	-10	19	-7	4	0	-2.6	21	-21	1	·
CCC(C)(C(=O)NC1CCCC1)N(Cc1cccs1)C(=O)Cc1cccs1 (centres undefined)	-1	2	1	-6	-4	0.3	14	-14	2	1
CC(C)Cc1c(O)nc(SCCN2CCOCC2)[nH]c1=O	-7	9	0	-14	-1	-0.3	1	-1	9	0
Cc1ccccc1-n1nc(SCC(=O)O)sc1=S	-1	-4	-7	-9	2	-0.2	-2	2	-3	0
O=C(Nc1n[nH]c(C(F)(F)F)n1)C1CC1	-2	1	-4	-13	1	-1.0	22	-22	-7	-3
COCCN(Cc1ccccc1)C(=O)c1ccc2c(=O)n3c(nc2c1)CCC3	-4	32	1	-2	-2	-0.4	47	-47	-7	-1
Cc1ncsc1C(=O)N1N=C2/C(=C/c3ccc(N4CCOCC4)cc3)CCCC2C1c1ccc(N2CCOCC2)cc1 (centres undefined)	-9	1	-8	-11	3	0.5	-14	14	0	·
CN(C)C(=O)N1CCC(C(=O)N2CCCC(C(=O)c3cccc4ccccc34)C2)CC1 (centres undefined)	-10	3	-5	-6	-2	1.3	-19	19	-2	-4
COc1ccc(NC(=O)c2ccc3c(c2)C(=O)N(CC2CCCO2)C3=O)cc1O (centres undefined)	-1	-9	-1	-5	1	0.8	-10	10	0	0
O=C1C(=O)N(CCCn2ccnc2)C(c2ccc(Br)cc2)/C1=C(\O)c1ccc2c(c1)OCCO2 (centres undefined)	-2	-6	-1	10	-1	-1.7	·	-9	-5	2
C[C@@H]1CN([C@@H](C)CO)C(=O)c2cccc(NC(=O)Nc3ccc4c(c3)OCO4)c2O[C@H]1CN(C)S(=O)(=O)c1cn(C)cn1	2	5	-4	16	0	2.0	2	-2	-7	·
O=S(=O)(NC1CCSc2ccccc21)c1ccc(Cl)nc1 (centres undefined)	-4	0	-3	-11	-2	-0.2	6	-6	-4	0
CC(=O)Nc1cccc(NC(=O)c2cc(-c3ccccn3)nc3ccc(Cl)cc23)c1	-1	-4	4	-9	2	2.7	1	-1	-1	·
CC(C)=CCSc1nnc(CCNC(=O)OC(C)(C)C)o1	-1	30	1	1	-1	-0.1	21	-21	-11	-1
O=C(CSc1ccc2nnc(-c3ccccc3)n2n1)NCC1CCCO1 (centres undefined)	-8	7	0	-16	2	-0.4	25	-25	-8	-5
C=CCN1c2ccc(Br)cc2C(=O)CS1(=O)=O	2	2	-7	-13	24	1.4	9	-9	0	·
CCOC(=O)c1cnc(SC)nc1N	2	-1	-8	-8	2	0.1	10	-10	10	-1
Cc1c(C(=O)N2CCN(c3ccc(F)cc3)CC2)sc2nc3n(c(=O)c12)CCC3	-8	-9	1	-13	1	-0.3	-13	13	-3	-3
CCc1ccc(CN(C)C(=O)CCc2nnc(-c3ccc(-c4ccccc4)cc3)o2)nc1	-1	43	1	8	-1	-0.4	·	·	5	2
CCN(c1ccccc1)S(=O)(=O)c1cccc(C(=O)NCCOc2ccccc2OC)c1	-5	-7	2	-5	-2	-0.3	-46	46	1	0
CCOc1ncccc1C(=O)Nc1ccc(C)cn1	-7	-1	1	-11	-1	-0.5	-7	7	4	-3
Fc1cccc(Cl)c1COc1ccc(-c2nnco2)cc1	5	35	1	7	-4	-0.1	0	0	0	4
O=C(c1ccccc1)N1CCN2C(=O)c3ccccc3C12c1ccc(Cl)cc1 (centres undefined)	-7	-13	-3	-14	-1	1.0	2	-2	2	42
O=C(CSc1nccc(=O)[nH]1)N1N=C2/C(=C/c3ccco3)CCCC2C1c1ccco1 (centres undefined)	3	2	-2	8	3	2.7	1	-1	-9	32
CCC(=O)Nc1nc(CC(=O)Nc2ccccc2OC)cs1	0	3	-4	-7	0	0.4	·	·	-1	1
COCCn1c(SCC(=O)N2CCCCC2)nc2ccccc2c1=O	-6	2	-1	-10	-2	-0.2	-12	12	-9	1
CCOc1ccc(NC(=O)C2CCN(S(=O)(=O)c3ccc4c(c3)N(C(C)=O)CCO4)CC2)cc1	-9	15	-3	-9	-2	-1.1	8	-8	0	6
Cn1c(N2CCOCC2)c(C=O)c2ccccc21	-5	11	2	-5	1	0.2	1	-1	6	8
C[C@H](NC(=O)[C@H](Cc1ccccc1)n1c(=O)[nH]c2ccccc2c1=O)C(=O)N1CCC(C(=O)O)CC1	-2	11	-3	-8	-2	-2.0	21	-21	13	·
CCC(=O)NC(=S)Nc1ccc(NC(=O)COc2ccc(Cl)cc2Cl)cc1	2	-2	-1	-11	-2	-0.2	-34	34	2	-2
CC(C)c1ccc(/C=N/NC(=O)c2ccc(-n3cnnn3)cc2)cc1	-18	-11	4	-10	0	0.5	-84	84*	-6	-1
CCOC(=O)N1CCN(S(=O)(=O)c2ccc([N+](=O)[O-])cc2)CC1	-2	0	-1	-11	0	0.1	8	-8	-5	2
O=c1[nH]c2ccc(S(=O)(=O)N3CCN(Cc4ccccc4)CC3)cc2[nH]c1=O	-10	9	-1	-10	-2	0.3	45	-45	-2	2

Two compounds drawn at random from the list so far:
SMILES	RTF Ca sens inh	Arrestin-AP2 inh	Keap1-Nrf2 PPI	PvdQ acylase	DAGLB inhibitor	LANA DNA inh	SR-BI uptake up	SR-BI HDL uptake	PKA-R2B activ	NSD2 HMT inh
CCC(=O)Nc1nc(CC(=O)Nc2ccccc2OC)cs1	0	3	-4	-7	0	0.4	·	·	-1	1
Cn1c(N2CCOCC2)c(C=O)c2ccccc21	-5	11	2	-5	1	0.2	1	-1	6	8

Look-ups from the list:
Under NSD2 HMT inh, O=C(CSc1ccc2nnc(-c3ccccc3)n2n1)NCC1CCCO1 (centres undefined) shows -5
Under SR-BI uptake up, CCOC(=O)N1CCN(S(=O)(=O)c2ccc([N+](=O)[O-])cc2)CC1 shows 8
Under LANA DNA inh, CCn1c(C)c(C(C)=O)c(N2CCN(c3ccc(OC)cc3)CC2)nc1=S shows -2.6

Other records.
SMILES	RTF Ca sens inh	Arrestin-AP2 inh	Keap1-Nrf2 PPI	PvdQ acylase	DAGLB inhibitor	LANA DNA inh	SR-BI uptake up	SR-BI HDL uptake	PKA-R2B activ	NSD2 HMT inh
CCOC(=O)C1(N(CC)CC)Sc2cc(C)ccc2NC1=O (centres undefined)	-1	-10	-4	-8	0	0.7	-2	2	-6	·
O=S(=O)(c1ccccc1)c1ccccc1/C=N\O	-11	14	-3	-1	-5	2.9	8	-8	5	20
O=C(COC(=O)c1ccc[nH]c1=O)NCCC1=CCCCC1	-8	5	-6	-10	1	-2.0	18	-18	-1	0
Cc1cc(=O)n2c(ccc3ccccc32)c1C#N	-1	-1	-1	-10	-1	-0.8	5	-5	4	-6
Cc1cc(C)cc(N(C(=O)Cn2nnc(-c3ccccc3)n2)C(C(=O)NC2CCCCC2)c2ccccn2)c1 (centres undefined)	-7	2	2	-11	-1	0.8	23	-23	-9	-3
CCCCCn1c(SCC2CCCO2)nc2cc(C(=O)N3CCC(C(N)=O)CC3)ccc2c1=O (centres undefined)	2	8	-4	-4	-1	-0.2	24	-24	4	3
Cc1c(Cl)cccc1NC(=O)CCN1CCCCCC1	-13	22	2	6	-2	0.1	20	-20	-12	-2
CCOC(=O)c1nn(-c2ccccc2)c(C(=O)OCC)c1N	-4	4	-6	-43	-2	0.5	10	-10	-5	0
Cc1nnc(NC(=O)CSc2nnc(-c3ccco3)o2)s1	-8	2	-5	-15	-1	1.1	-6	6	-6	-7
Cc1ccc(C(=O)N2C(=O)c3cccc(N)c3C2=O)o1	-7	2	-6	-9	0	0.7	11	-11	-6	-4
COc1ccc(Cl)cc1NC(=S)N(CCCN1CCOCC1)Cc1cn(C)c2ccccc12	-5	5	6	6	0	1.5	0	0	-9	-3
Cc1c(OC(=O)CNC(=O)OC(C)(C)C)ccc2c3c(c(=O)oc12)CCC3	-4	7	-6	-5	-1	0.5	-16	16	4	0
CC(C(=O)NC1CC(C)(C)NC(C)(C)C1)c1ccc([N+](=O)[O-])cc1 (centres undefined)	10	3	-3	-2	1	0.2	17	-17	-5	-3
O=C(/C=C/Nc1ccc(Cc2ccc(N/C=C/C(=O)C(F)(F)F)cc2)cc1)C(F)(F)F	-14	-8	1	-14	3	2.5	9	-9	-14	1
NC(=O)C1CCCN(C(=O)c2ccc3c(c2)NC(=O)CS3)C1 (centres undefined)	-7	4	-1	-11	3	-0.8	17	-17	-21	-3
C[C@@H](NC(=O)c1nc[nH]c1C(=O)N1CCN(c2ccccc2)CC1)c1ccccc1	-12	-10	1	-1	0	3.1	8	-8	-8	·
COc1ccc(OC)c(/C=N/NC(=O)c2ccc3nc[nH]c3c2)c1	-4	2	-3	-10	-2	-4.9	-15	15	1	-1
CCOc1cc(/C=N/Nc2nnc(C)n2N)ccc1OC(C)=O	-5	1	-8	-12	1	-1.1	·	·	-3	-2
Cc1cc(C)c(S(=O)(=O)Cc2ccccc2)c(Cl)n1	-2	-3	0	-15	-2	-1.0	1	-1	-2	0
COCCCN(C(=O)Cn1ncc2c(=O)oc3ccc(C)cc3c21)C(C)c1ccncc1 (centres undefined)	1	11	-5	-1	-1	1.2	6	-6	8	·
CCNc1nc(C)c(CN(C(C)=O)c2ccccc2)nc1C#N	-4	2	0	-9	0	1.7	8	-8	11	0
COc1cc(/C=N/NC(=O)CC2(C)OCCCO2)ccc1OCc1ccccc1	5	-10	1	4	0	1.1	-23	23	-7	1
Cn1c(=O)[nH]c(=O)c2[nH]c(CN3CCN(Cc4ccccc4)CC3)nc21	1	-2	-2	-8	-2	0.2	10	-10	5	·
COc1ccc(C)cc1Nc1nc(N)c2ccccc2n1	-8	13	-2	-8	-1	-2.4	-3	3	1	0
Cn1c2ccccc2c2ncn(Cc3ccco3)c(=O)c21	-9	4	-1	-14	2	0.2	6	-6	-2	2

No enrichment for hits (roughly 2.1% active in at least one column).
